Screens: PubChem, several laboratories
SSB-PriA inh: inhibitors of Klebsiella pneumoniae PriA binding to SSB C-terminal tail, primary screen, biochemical, AlphaScreen; AlphaScreen SSBct-PriA binding, biotinylated peptide; inhibition, % at 33 µM; PriA–SSB C-terminal tail interaction (Klebsiella pneumoniae); hit rate 0.6% among 430,000; in the data active means inhibition mostly above about 37%, no sharp cut-off; inactive means mostly below about 20%;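 further: plate controls were negative control peptide for no effect and reference peptide for full effect; strong numbers were not always called active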
BoNT-F LC inh: BoNT/F light chain protease inhibitors, primary screen, biochemical, flow cytometry, MLPCN library. Multiplex microsphere protease cleavage assay. inhibition, % at 10 µM. hit rate 0.22% among 360,000. AID 588497, 2011; in the data active means inhibition above about 35%, passing the limit was not always enough; inconclusive means no clear call, values can overlap the other calls; further: plate controls were buffer without enzyme for full effect and enzyme alone for no effect
BoNT A protease: BoNT/A light chain protease inhibitors, primary screen, biochemical, flow cytometry, MLPCN library. inhibition, % at 10 µM. Botulinum neurotoxin type A light chain protease (Clostridium botulinum A str. ATCC 3502). hit rate 0.17% among 360,000. multiplex microsphere protease substrate cleavage. AID 588499, 2011; further: plate controls were buffer without enzyme for full effect and enzyme alone for no effect
VHR inh abs: VHR1 phosphatase inhibitors, primary screen, biochemical, absorbance, uHTS | Dual specificity protein phosphatase 3 (Homo sapiens), P51452 | recombinant VHR phosphatase, pNPP absorbance | inhibition, % at 13.3 µM | hit rate 0.52% among 290,000; in the data active means inhibition above about 50%; further: some compounds called inactive have numbers as strong as hits
Target sequence (P51452 whole entry, looked up): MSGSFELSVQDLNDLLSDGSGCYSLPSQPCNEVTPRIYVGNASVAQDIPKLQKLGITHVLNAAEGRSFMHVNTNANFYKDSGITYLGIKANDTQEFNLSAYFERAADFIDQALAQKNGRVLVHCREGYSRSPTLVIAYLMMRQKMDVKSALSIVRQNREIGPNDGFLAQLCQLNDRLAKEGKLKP
SARS 3CLpro inh: SARS-CoV 3CLpro protease inhibitors, primary screen, biochemical, quenched FRET | AID 1706, 2009 | hit rate 0.14% among 290,000 | inhibition, % at 6 µM | recombinant SARS-CoV 3CLpro, quenched FRET peptide cleavage; in the data active means inhibition above about 12%
CCHF vOTU inh: CCHFV vOTU protease inhibitors, primary screen, biochemical, Pep-AMC substrate, fluorescence. Crimean-Congo hemorrhagic fever virus L polyprotein viral ovarian tumor (vOTU) protease …. inhibition, % at 11.5 µM. hit rate 0.55% among 370,000. AID 651958, 2012; in the data active means inhibition above about 30%; further: 0% = vehicle wells with enzyme and 100% = no enzyme wells
PrPC TRFRET: inhibitors of human cell surface prion protein PrPC, primary screen, cell-based, TR-FRET | Major prion protein (Homo sapiens), P04156 | TR-FRET read-out | inhibition, % at 13.8 µM | hit rate 0.43% among 370,000 | AID 720596, 2013; in the data active means inhibition above about 24%; further: 0% = median of the test wells and 100% = reference compound wells
MazEF act: activators of E. coli MazEF toxin-antitoxin RNase, primary screen, biochemical, fluorescence, uHTS | Endoribonuclease toxin MazF (Escherichia coli (strain K12)), P0AE70 | FAM/BHQ RNA-DNA oligo cleavage fluorescence, 5 h | activation, % at 20 µM | hit rate 0.32% among 350,000 | AID 504720, 2011; in the data active means activation above about 50%
Target sequence (P0AE70 whole entry, looked up): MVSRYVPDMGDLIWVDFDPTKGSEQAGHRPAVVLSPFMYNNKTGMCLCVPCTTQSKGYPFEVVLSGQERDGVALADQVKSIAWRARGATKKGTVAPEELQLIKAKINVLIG
Anthrax LF prot: Bacillus anthracis LF protease inhibitors, primary screen, biochemical, multiplex microsphere, MLPCN library. multiplex microsphere protease cleavage assay. inhibition, % at 10 µM. hit rate 0.12% among 360,000. AID 588501, 2011; further: plate controls were buffer without enzyme for full effect and enzyme alone for no effect
Target sequence (P15917 whole entry, looked up): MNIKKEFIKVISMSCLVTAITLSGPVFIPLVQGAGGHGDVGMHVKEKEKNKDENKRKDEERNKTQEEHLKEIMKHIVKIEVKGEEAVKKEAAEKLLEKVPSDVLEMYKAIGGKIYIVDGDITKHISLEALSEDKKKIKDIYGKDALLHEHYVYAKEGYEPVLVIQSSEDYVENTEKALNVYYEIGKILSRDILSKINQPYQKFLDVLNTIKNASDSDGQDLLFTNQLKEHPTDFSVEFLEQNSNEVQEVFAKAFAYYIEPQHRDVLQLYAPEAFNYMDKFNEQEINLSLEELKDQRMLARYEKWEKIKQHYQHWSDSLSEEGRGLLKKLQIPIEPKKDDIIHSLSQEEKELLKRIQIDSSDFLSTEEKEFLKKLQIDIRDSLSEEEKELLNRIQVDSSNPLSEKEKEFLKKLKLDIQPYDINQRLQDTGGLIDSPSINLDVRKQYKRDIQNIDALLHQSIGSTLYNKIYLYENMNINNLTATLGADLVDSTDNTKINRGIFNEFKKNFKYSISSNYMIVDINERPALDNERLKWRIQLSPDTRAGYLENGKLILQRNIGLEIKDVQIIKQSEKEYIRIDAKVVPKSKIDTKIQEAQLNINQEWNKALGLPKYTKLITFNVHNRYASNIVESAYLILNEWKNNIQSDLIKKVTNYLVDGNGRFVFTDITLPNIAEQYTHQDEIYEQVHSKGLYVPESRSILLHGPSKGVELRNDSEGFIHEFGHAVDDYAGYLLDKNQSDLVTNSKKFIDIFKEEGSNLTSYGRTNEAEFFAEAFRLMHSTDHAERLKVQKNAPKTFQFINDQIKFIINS
Rv3671c inh: Rv3671c serine protease inhibitors, primary screen, biochemical, fluorescence polarization, M. tuberculosis H37Rv; P9WHR9; inhibition, % at 5.96 µM; hit rate 0.048% among 320,000; in the data active means inhibition above about 38%;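 further: extracellular domain of Rv3671c used as enzyme; 0% = enzyme with DMSO and 100% = no enzyme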
Active calls of the source: *; i = inactive; ? = inconclusive; / = not tested or not shown. Unless noted, no stated cut-off is given here; in the data, active means inhibition above about 30%; inconclusive means no clear call, values can overlap the other calls; inactive means below that.

SMILES	SSB-PriA inh	BoNT-F LC inh	BoNT A protease	VHR inh abs	SARS 3CLpro inh	CCHF vOTU inh	PrPC TRFRET	MazEF act	Anthrax LF prot	Rv3671c inh
CCOc1ccccc1N(C(=O)c1snc(C(N)=O)c1N)C(C(=O)NCCC(C)C)c1ccco1 (centres undefined)	5	6	1.0	-5	-2	/	/	1	1	-11
Cc1cc(C)c(C#N)c(Nc2cccc(Br)c2)n1	-7	?	-4.4	0	-2	0	-2	-4	-9	3
C[N+](C)(C)CCNC(=O)c1cc[n+](Cc2ccccc2)c(/C=N/O)c1	/	5	-0.5	12	-1	-7	-11	0	-15	/
CC12CC(NC(=O)N1c1cccc(C(=O)N3CCN(c4ccccn4)CC3)c1)c1ccccc1O2 (centres undefined)	-3	4	-0.7	43	1	16	8	-2	-3	0
CCn1cc(C(=O)N2CCN(c3ccccc3)CC2)c(=O)c2cc(S(=O)(=O)N3CCOCC3)ccc21	-8	6	0.0	14	1	16	3	6	-1	-1
O=C(O)/C=C/C(=O)NCCc1cccc(Cl)c1	-3	-2	0.3	26	-2	-7	8	3	-6	1
C[C@H]1C=C(C(=O)NC2CC2)O[C@@H](OCc2ccc(CO)cc2)C1	6	-1	-0.2	19	/	7	-6	-1	4	-15
CSc1cccc(NC(=O)C2CCN(C(=O)c3ccccc3C)CC2)c1	-2	11	1.7	-5	-4	6	5	1	3	1
CC1(C(=O)NS(=O)(=O)c2ccccc2Cl)CCN1C(=O)Cc1cccs1 (centres undefined)	/	-5	-0.4	/	/	18	3	/	1	/
C[N+]1(CC(=O)OC2CCCCCCCCCCC2)CCCC1	2	-6	-0.9	29	-1	3	1	8	-1	-12
COC(=O)CC1SC(=O)NC1=Nc1ccc(O)cc1 (centres undefined)	7	-3	-0.7	25	-3	-14	1	-1	-3	5
COc1ccc(C(=O)N=c2nc3ccccn3s2)cc1	-16	-11	-1.0	32	-2	15	6	8	0	-7
COc1ccc(S(=O)(=O)Nc2ccc(S(=O)(=O)N3CCOCC3)cc2)cc1C	2	-1	-0.4	-22	-3	18	-6	7	-1	-5
CCOc1ccc(S(N)(=O)=O)cc1-c1nc2c(C(C)(C)C)nn(C)c2c(=O)[nH]1	-1	-3	-0.8	25	-2	-10	9	10	-1	-4
CC(C)(C)C(=O)N1Cc2cc(-c3ccccc3)ccc2-n2nncc2C1	/	5	1.3	/	/	12	6	/	10	/
COC(=O)c1nc2cc3c(cc2c(C)c1C(=O)OC)OCO3	1	6	-2.5	29	4	3	-4	1	0	11
COc1ccc(CNC(=O)Nc2cc(C)ccc2C)cc1	6	-1	0.5	13	2	-4	8	4	0	-18
Cn1c(N)c(C(=O)COC(=O)c2ccc3c(c2)OCCO3)c(=O)n(C)c1=O	-1	1	0.5	26	4	-4	-1	9	-3	6
O=C(Nc1ccncc1)C1CCN(S(=O)(=O)c2ccc(Cl)cc2)CC1	-7	-6	-7.5	/	/	-8	5	1	-1	-4
CCOC(=O)C1=C(OCc2ccc(Cl)cc2)C2C=C(C)C=CC2N=C1 (centres undefined)	-7	?	0.5	14	4	3	-11	-2	-11	-3
O=c1oc2ccccc2cc1-c1nnc(NCc2ccco2)s1	-9	5	2.4	12	-5	-10	-26	4	1	1
COC(=O)c1ccc(NC(=S)NN2CCOCC2)cc1	0	4	-0.1	7	-1	6	4	10	-1	-3
Cc1cc(NC(=O)c2c(Cl)c(C)nn2C)no1	-12	?	0.6	21	-1	-3	-4	2	-4	5
O=C(CN1CCN(c2ccc(O)cc2)CC1)Nc1ccccc1C(=O)NCCc1ccccc1	14	-5	-1.6	/	/	-1	-10	2	-10	2
CCCCCC(=O)N/N=C(\C)c1ccccn1	/	-7	-1.9	7	3	-3	6	-9	-3	-6

Random excerpt: three entries already listed.
SMILES	SSB-PriA inh	BoNT-F LC inh	BoNT A protease	VHR inh abs	SARS 3CLpro inh	CCHF vOTU inh	PrPC TRFRET	MazEF act	Anthrax LF prot	Rv3671c inh
CCOc1ccc(S(N)(=O)=O)cc1-c1nc2c(C(C)(C)C)nn(C)c2c(=O)[nH]1	-1	-3	-0.8	25	-2	-10	9	10	-1	-4
COC(=O)c1ccc(NC(=S)NN2CCOCC2)cc1	0	4	-0.1	7	-1	6	4	10	-1	-3
C[N+]1(CC(=O)OC2CCCCCCCCCCC2)CCCC1	2	-6	-0.9	29	-1	3	1	8	-1	-12

(further entries)
SMILES	SSB-PriA inh	BoNT-F LC inh	BoNT A protease	VHR inh abs	SARS 3CLpro inh	CCHF vOTU inh	PrPC TRFRET	MazEF act	Anthrax LF prot	Rv3671c inh
CCC(C)(C)NC(=O)C(c1ccc(OC)cc1)N(C(=O)CCC(=O)Nc1cc(C)on1)c1ccc(OC)c(OC)c1 (centres undefined)	-1	-2	-0.8	-16	3	13	5	0	1	4
Cc1ccc(C(=O)N2CCN(C)CC2)cc1S(=O)(=O)N1CCOCC1	-4	-8	0.3	-2	-4	10	-2	-1	-5	2
COc1cccc(C(NC(C)=O)c2nc(-c3ccc(N(C)C)cc3)cs2)c1 (centres undefined)	/	-5	-0.3	/	/	-4	-1	/	-10	/
COc1cc(OC)cc(C(=O)NCCCCCCNC(=O)c2cc(OC)cc(OC)c2)c1	-1	4	0.6	/	/	5	5	-24	8	-8
CC12CN(Cc3ccccc3)CC(C)(CN(Cc3ccccc3)C1)C2=O	-1	-3	0.1	12	-2	22	-5	0	-5	-3
O=C(Cc1c(O)c2ccccc2[nH]c1=O)NCc1ccccc1F	0	0	0.8	-11	2	7	1	5	-2	1
CCN1CCC2(CC1)N=C(c1ccc(F)cc1)C(=S)N2C(=O)c1ccc(C)cc1	-5	6	0.4	9	1	-5	-4	-1	-2	-1
CNS(=O)(=O)c1ccc(C(=O)NCC(=O)NCC2COc3ccccc3O2)cc1 (centres undefined)	6	-5	0.0	/	/	3	-2	6	1	0
CC(C)CN(C(=O)C1=COCCO1)c1c(N)n(Cc2ccccc2)c(=O)[nH]c1=O	/	3	-0.4	/	/	8	-7	-3	1	/
CCCCCCCC(=O)N/N=C/c1ccncc1	i	-4	1.6	-21	-3	-4	-1	3	-2	5
COc1cc(CNC(=O)c2cc(-c3cc(Cl)ccc3C)n[nH]2)cc(OC)c1	/	-3	-0.4	/	/	7	-3	/	-2	/
CCCCN1C(=O)CC(C(=O)O)C1c1ccc(OC)cc1 (centres undefined)	-20	-7	-0.6	2	2	-3	-5	-1	-1	1
Cc1cccc(NC(=O)CSc2nc(-c3ccccc3)c(C#N)c(=O)[nH]2)c1C	0	2	0.1	26	1	-2	22	1	-3	-4
CN1CCCN(C(=O)CNC(=O)c2ccccc2Br)CC1	-1	-24	-8.3	/	/	20	2	-4	0	4
Cc1ccc(S(=O)(=O)NCC(c2ccco2)N2CCc3ccccc3C2)cc1 (centres undefined)	-17	1	-2.2	/	/	15	5	-14	3	-3
O=[N+]([O-])c1cc(C(F)(F)F)ccc1SCC(O)CO (centres undefined)	7	-6	-1.8	-7	-1	-6	-16	-21	-5	14
N#CC1(c2ccccc2)CCCN1C(=O)c1ccco1 (centres undefined)	-1	/	/	7	1	-5	-3	1	/	-7
COc1ccc(C(=O)N(C)c2ccccc2C(=O)NCCc2ccccc2)cc1	-10	1	-2.3	10	-5	15	-2	0	3	0
CC(=O)c1cccc(N(C(=O)Cn2nnc3ccccc32)C(C(=O)NC2CCCCC2)c2cn(C)nc2C)c1 (centres undefined)	-3	-8	1.1	11	1	-16	-6	-2	2	-3
Cc1nnc2ccc(N3CCC4(CC3)OCCO4)nn12	-26	2	?	2	-2	0	-8	-7	-1	3
C/C(=C(\C#N)C(=O)NCc1ccccc1)N(C)C	-4	-10	-0.8	-15	-3	-5	-7	4	-3	-8
Cc1ccc2c(c1)C1CN(C)CCC1N2C(=O)c1cn(-c2ccccc2)nc1-c1ccccc1 (centres undefined)	10	3	-0.4	26	-1	14	-11	6	0	-2
Cc1c(C)c2c(OCC(=O)N[C@@H](Cc3ccccc3)C(=O)O)cc3c(c2oc1=O)CCC(C)(C)O3	0	-16	-1.1	4	6	-276	-1	2	-4	-4
O=C(CSc1nc2ccccc2c(=O)[nH]1)Nc1ccc(S(=O)(=O)N2CCCC2)cc1	9	-3	?	15	3	-7	6	6	1	-4
O=S(=O)(N/N=C\c1cccnc1)c1ccccc1	/	-2	0.5	27	2	-9	3	0	1	3

New compounds follow
SMILES	SSB-PriA inh	BoNT-F LC inh	BoNT A protease	VHR inh abs	SARS 3CLpro inh	CCHF vOTU inh	PrPC TRFRET	MazEF act	Anthrax LF prot	Rv3671c inh
CSc1ncccc1C(=O)OCC(=O)c1ccc2c(c1)NC(=O)CO2	-9	-6	-0.5	-7	-6	-7	-8	-41	-2	12
O=S(=O)(c1ccccc1)c1cnc(-c2ccccc2)nc1N1CCCCC1	-30	-10	0.6	5	0	3	-9	1	-1	-2
COc1ccc(C(CNC(=O)c2cccc(S(=O)(=O)N3CCc4ccccc43)c2)N(C)C)cc1 (centres undefined)	1	-7	-0.2	/	/	3	-5	6	-7	0
COc1ccc(OCC(=O)Nc2nc3cc4c(cc3s2)OCCO4)cc1	-2	10	-0.2	/	/	29	-6	-36	-5	-24
COc1c2c(cc3oc(=O)c4c5ccc(O)cc5oc4c13)OC(C)(C)CC2	-15	1	0.2	/	/	6	3	7	10	-5
O=C(N/N=C/c1ccc(Br)cc1)c1cc[n+](Cc2ccccc2)cc1	/	-9	-0.7	27	7	5	-2	-3	-1	2
CC(=O)Nc1ccc(C2=NN(c3ccccc3)C(c3cccs3)C2)cc1 (centres undefined)	-29	-8	-1.3	34	2	-18	1	5	-2	12
CN(Cc1ccccc1)C(=O)[C@@H]1CCCN1C(=O)[C@@H]1CCCN1C(=O)c1cccc2ccccc12	/	-10	-0.2	/	/	-8	1	/	-2	/
Cc1[nH]c2ccccc2c(=O)c1C(=O)/C=C/c1ccccc1	-2	-2	0.6	25	0	3	21	3	-1	-2
O=C(CSCc1ccc(F)cc1)N1CCOCC1	-8	8	6.8	-21	-1	-12	-2	2	-12	4
CC(=O)c1cccc(NC(=O)C2COc3ccccc3O2)c1 (centres undefined)	-13	-6	1.2	7	-3	6	5	7	2	5
CC(=O)Nc1ccc(Oc2nc(C)cc(C)n2)cc1	-3	8	0.0	0	-1	5	-5	1	3	-2
Cc1noc(C)c1COC(=O)c1ccc(N(C)C)cc1	-8	0	-1.0	-1	5	9	5	5	-2	3
CC(C)(C)OC(=O)C[C@H]1C/C=C\C[C@@H](CC(=O)N(CCO)Cc2ccccc2)C(=O)NCCOC1=O	-12	0	0.2	/	/	0	3	0	-3	3
Cc1ccccc1/C=N\NC(=O)c1ccc(Cn2cccn2)o1	/	-8	-1.2	10	2	7	-1	0	-1	3
CC(OC(=O)C1=COCCO1)C(=O)NC1(C#N)CCCCC1 (centres undefined)	-3	-5	0.0	/	/	-3	5	8	0	-3
Cc1ccc(S(=O)(=O)N2CCN(c3c([N+](=O)[O-])cc(C(F)(F)F)cc3[N+](=O)[O-])CC2)cc1	15	-3	0.6	-10	-1	-4	-8	-2	0	-11
C[C@H](CO)N1C[C@H](C)[C@@H](CN(C)C(=O)NC2CCCCC2)Oc2ccc(NS(=O)(=O)c3cccs3)cc2C1=O	-6	-2	0.1	/	/	-5	-4	-1	-4	-3
CC(C)N=C(NS(=O)(=O)c1ccccc1)C(Cl)(Cl)Cl	-4	2	0.4	1	5	-5	-3	0	2	-4

A portion of the library; rates above refer to the full screens.
